# From PubChem
# TbPYK inhibitor = inhibitors of Trypanosoma brucei pyruvate kinase; Q57TT1; TbPYK enzyme, Kinase-Glo Plus ATP luminescence, 45 min; Potency, µM (doses to about 76.8 µM), inactives show at the highest dose activity, negative = inhibition, most hits filed as inhibitors; 410,000 tested, 0.12% active; AID 624173; note: potency is the fitted concentration of half-maximal effect; nearly all actives have a fitted effect of over 50% in size
#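 In this concentration-response screen, enzyme-free wells defined baseline while DMSO plates tracked drift. Each reaction combined TbPYK, substrate, compound and 130 uM ADP for 45 min at room temperature. Kinase-Glo Plus luminescence gave the signal.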
# Sm TGR block = inhibitors of Schistosoma mansoni thioredoxin glutathione reductase. Potency, µM (top dose mostly 114 µM), without a hit: top-dose activity change, negative = inhibition, actives largely listed as inhibitors. Q962Y6. 360,000 tested, 3% active. purified TGR, DTNB reduction, TNB absorbance 405 nm; note: potency is the fitted concentration of half-maximal effect; nearly all actives have a fitted effect of over 60% in size
#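 First, TGR (20 nM dispensed) and NADPH were mixed with compound. Second, a 15 min room-temperature incubation followed. Third, further NADPH and then DTNB were added to start the reaction. Finally, TNB absorbance was monitored kinetically.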
# HCMV antiviral = human cytomegalovirus inhibition; AID 1259415; HFF cells, HCMV-luciferase reporter, 72 h; hits give low values; activity change, negative = inhibition, % at 57.5 µM; 410,000 tested, 4.5% active; in the data active = activity change below about -60%; inconclusive = no clear call, values can overlap the other calls; inactive = above about -39%
#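 Two-dose cell screen: HFF monolayers treated with compounds and infected with luciferase-expressing HCMV at 1 PFU/cell, 72 h at 37C, then lysed for luciferase measurement.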
# AmpC detergent = AmpC beta-lactamase inhibition with detergent present; AID 485294; 370,000 tested, 0.041% active; Potency, µM (series often up to 114 µM), inactives show at the highest dose activity change, negative = inhibition, hits mostly inhibitors; AmpC hydrolysis of nitrocefin, absorbance 480 nm, 0.01% Triton;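 note: potency is the fitted concentration of half-maximal effect; 0% = no-compound wells and -100% = no-enzyme wells; nearly all actives have a fitted effect of over 25% in size; some results filed as inactive show a strong effect at the top dose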
# Target sequence (P00811 whole entry, looked up): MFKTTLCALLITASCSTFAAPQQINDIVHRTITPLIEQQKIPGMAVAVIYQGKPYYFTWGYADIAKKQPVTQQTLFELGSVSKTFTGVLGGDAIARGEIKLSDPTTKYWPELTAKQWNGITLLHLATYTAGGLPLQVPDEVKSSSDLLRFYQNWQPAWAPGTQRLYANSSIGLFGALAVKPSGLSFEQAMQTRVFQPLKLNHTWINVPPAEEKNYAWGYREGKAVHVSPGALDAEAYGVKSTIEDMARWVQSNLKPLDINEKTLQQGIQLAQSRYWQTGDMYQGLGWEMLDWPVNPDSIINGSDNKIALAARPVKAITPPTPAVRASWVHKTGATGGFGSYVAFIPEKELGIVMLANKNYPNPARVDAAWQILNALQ
#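 20 mM phosphate pH 7.0 + 0.01% (detergent screen) or 0.0001% Triton X-100; 5.3 nM AmpC reagent; cpd preinc 15 min RT; nitrocefin (800 uM stock) to start; A480 q20 s × 4 min; Activity was normalised to no-enzyme and no-compound control wells.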
# LmPK inh = blocks Leishmania mexicana pyruvate kinase activity | 290,000 tested, 0.37% active | Potency, µM (series often up to 57.5 µM), for the others: top-dose activity change, negative = inhibition, hits mostly inhibitors | purified LmPK, Kinase-Glo ATP luminescence, 1 h | Q27686; note: potency is the fitted concentration of half-maximal effect
# Target sequence (Q27686 whole entry, looked up): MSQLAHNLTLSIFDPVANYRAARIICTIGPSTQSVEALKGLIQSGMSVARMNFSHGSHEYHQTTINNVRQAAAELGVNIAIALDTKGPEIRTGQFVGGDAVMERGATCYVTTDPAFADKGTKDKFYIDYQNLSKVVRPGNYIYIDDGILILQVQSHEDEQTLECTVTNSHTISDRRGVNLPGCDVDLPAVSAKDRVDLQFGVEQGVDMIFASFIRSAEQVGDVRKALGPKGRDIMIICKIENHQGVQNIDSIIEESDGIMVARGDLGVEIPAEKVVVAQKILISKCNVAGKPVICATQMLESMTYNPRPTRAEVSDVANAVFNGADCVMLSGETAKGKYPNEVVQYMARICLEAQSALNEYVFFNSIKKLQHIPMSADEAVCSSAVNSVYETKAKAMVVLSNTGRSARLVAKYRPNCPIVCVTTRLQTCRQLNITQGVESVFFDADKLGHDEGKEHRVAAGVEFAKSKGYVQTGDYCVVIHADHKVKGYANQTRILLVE
#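 0.1 nM LmPK, 0.5 mM PEP, 0.1 mM ADP; 50 mM imidazole pH 7.2, 7 mM MgCl2, 50 mM KCl; 1 h RT. Kinase-Glo luminescence readout, normalized to no-enzyme (full inhibition) and uninhibited wells.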
# AmpC inh no detg = inhibitors of E. coli AmpC beta-lactamase without detergent; P00811; AmpC nitrocefin hydrolysis, absorbance 480 nm, 0.0001% Triton; Potency, µM (highest dose often 57.1 µM), for the others: at the top dose activity change, negative = inhibition, usual class: inhibitors; 330,000 tested, 0.52% active; AID 485341;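 note: potency is the fitted concentration of half-maximal effect; plate controls were no compound for no effect and no enzyme for full effect; nearly all actives have a fitted effect of over 20% in size; some results filed as inactive show a strong effect at the top dose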
#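 20 mM phosphate pH 7.0 + 0.01% (detergent screen) or 0.0001% Triton X-100; 5.3 nM AmpC reagent; cpd preinc 15 min RT; nitrocefin (800 uM stock) to start; A480 q20 s × 4 min; Activity was normalised to no-enzyme and no-compound control wells.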
# AMA1-RON2 inh = disrupts binding of P. falciparum AMA1 to RON2. AlphaScreen AMA1-biotinylated RON2 peptide binding. Potency, µM (top dose mostly 58.2 µM), for the others: top-dose activity change, negative = inhibition, usual class: inhibitors. 360,000 tested, 0.2% active. AID 720542;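 note: potency is the fitted concentration of half-maximal effect; 0% = vehicle wells and -100% = peptide control; nearly all actives have a fitted effect of over 45% in size; some results filed as inactive show a strong effect at the top dose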
#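 AMA1 (3D7) with his tag at 25 nM final met compounds first, then biotinylated RON2 peptide at 25 nM; detection used donor plus acceptor beads, 10 µg/mL apiece, read by AlphaScreen after 30 min at room temperature.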
# The depositor's hits bear a star; ? = inconclusive; nt = no result given; [ ] = remark or other dose. Unless noted, calls come from the whole dose curve; as a rule, active = well fitted curve in the direction sought with a large enough effect; inconclusive = small, poorly fitted or top-dose-only effect, or another doubt; inactive = no such curve, though single readings can be large; an effect the other way counts as inactive or inconclusive. Unless noted, % is set by controls: 0 for no effect and ±100 for the full control effect.
SMILES,TbPYK inhibitor,Sm TGR block,HCMV antiviral,AmpC detergent,LmPK inh,AmpC inh no detg,AMA1-RON2 inh
c1cnc(Sc2ccc3nnnn3n2)nc1,4.7%,2.3%,9.2,7.0%,0.2%,-16.6%,2.3%
Brc1ccc(NCc2nnc3n2CCCCC3)cc1,-5.2%,-1.5%,29.0,-5.5%,1.6%,-19.7%,7.6%
C[C@H](OC(=O)NCc1ccc(C(F)(F)F)cc1)[C@@H]1O[C@@]2(C)CCC[C@@H]1O2,-1.6%,-0.7%,23.0,-10.3%,nt,24.6%,-1.6%
O=C(Cn1cc(C(F)(F)F)cc(Cl)c1=O)NCc1ccc(Cl)cc1Cl,5.3%,-0.9%,-29.3,-6.5%,-14.3%,-24.3%,-10.0%
Cc1ccc(C(=O)/C=C/C(=O)c2ccc(C)cc2)cc1,?,2.24µM*,62.4,-1.7%,3.98µM*,-17.5%,-14.9%
Cn1c(N)c(C(=O)COC(=O)COc2ccc(Br)cc2)c(=O)n(C)c1=O,1.6%,-14.1%,-5.5,-5.3%,nt,7.2%,13.3%
Cc1c(C)c2ccc(OCC(=O)NC(Cc3c[nH]c4ccc(O)cc34)C(=O)O)c(C)c2oc1=O (stereo not drawn),-11.1%,3.1%,9.6,-8.4%,-3.9%,-26.8%,-9.6%
CC1Cc2ccccc2N1C(=O)CN1CCC(C(N)=O)CC1 (stereo not drawn),1.8%,-3.0%,-7.3,2.8%,-11.5%,-1.7%,-14.9%
O=C1NN(c2ccccc2)C(=O)/C1=C\c1ccccc1,-27.6%,?,0.1,0.8%,-3.5%,-18.7%,-6.8%
CCn1cc(C(=O)N2CCOCC2)c2ccccc21,-8.3%,0.3%,2.7,1.1%,0.9%,16.1%,-3.3%

# Three neighbouring entries from above, quoted:
SMILES,TbPYK inhibitor,Sm TGR block,HCMV antiviral,AmpC detergent,LmPK inh,AmpC inh no detg,AMA1-RON2 inh
c1cnc(Sc2ccc3nnnn3n2)nc1,4.7%,2.3%,9.2,7.0%,0.2%,-16.6%,2.3%
Brc1ccc(NCc2nnc3n2CCCCC3)cc1,-5.2%,-1.5%,29.0,-5.5%,1.6%,-19.7%,7.6%
C[C@H](OC(=O)NCc1ccc(C(F)(F)F)cc1)[C@@H]1O[C@@]2(C)CCC[C@@H]1O2,-1.6%,-0.7%,23.0,-10.3%,nt,24.6%,-1.6%

# Going on with the list.
SMILES,TbPYK inhibitor,Sm TGR block,HCMV antiviral,AmpC detergent,LmPK inh,AmpC inh no detg,AMA1-RON2 inh
Cn1c(=O)c2c(nc(CN3CCC(C(N)=O)CC3)n2CCCc2ccccc2)n(C)c1=O,3.9%,39.3%[activator],59.7,-3.6%,8.2%,-18.7%,-18.8%
CC(C)[C@H](NC(=O)c1nn(Cc2ccccc2)c(=O)c2ccccc12)C(=O)O,0.9%,2.6%,8.1,-0.6%,2.0%,-23.2%,-5.7%
C[C@H]1CN=C(N(C)C)N1CCCCc1ccccc1,3.0%,-9.7%,-19.7,-11.2%,nt,10.4%,0.0%
Cc1ccccc1C(=O)N1CCN(c2ccc(NC(=O)c3cccs3)cc2)CC1,-5.7%,-37.1%,-35.7,?,-0.1%,-2.5%,-8.1%
O=C(c1cnc(-c2ccc(Cl)cc2)s1)c1ccc(Cl)cc1Cl,-3.0%,0.0%,nt,?,-1.9%,-14.6%,6.7%
C/C(=N\NC(=O)c1c(C)nc2ccccn12)c1ccco1,-0.7%,-14.3%,125.0,-2.3%,1.3%,-13.1%,5.0%
CCn1cc(/C=C(\NC(=O)c2ccc(OC)c(OC)c2)C(=O)NCCCN2CCOCC2)c2ccccc21,29.4%,-18.8%,-18.9,-12.7%,-3.5%,244.7%[activator],5.8%
C[C@]12C=CC(=O)C=C1CCC1C3CC[C@](O)(C(=O)CO)[C@@]3(C)CC3OC312 (stereo partly drawn),-2.4%,7.9%,36.4,?,1.1%,-8.1%,-0.7%
O=C(c1cccc(NS(=O)(=O)c2cccc(C(F)(F)F)c2)c1)N1CCOCC1,0.2%,-3.0%,-61.7*,-9.9%,-5.1%,-0.5%,-4.0%
C=CCc1c(C)[nH]c(=O)[nH]c1=O,5.2%,-1.4%,39.5,5.5%,-1.0%,-12.1%,11.4%
Cc1ccc(S(=O)(=O)N(C)CC(=O)Nc2ccccc2)cc1,-4.3%,-1.5%,-15.7,4.7%,0.1%,-4.7%,-1.2%
CC/C(=N\NC(=O)c1cccnc1)c1ccc2c(c1)OCCO2,-8.7%,0.8%,-14.6,-7.9%,-3.8%,-22.2%,11.8%
CCOC(=O)c1sc2ncn(CC(=O)Nc3cccc(C)c3)c(=O)c2c1C,5.6%,-0.5%,12.0,5.7%,nt,nt,nt
CCCc1cc(C(=O)Nc2cc(Cl)ccc2O)no1,-2.4%,-0.3%,89.4,-10.6%,-7.3%,-24.2%,3.5%
COc1ccc(C(=O)N2CCC(C(=O)N3CCN(c4ccc(OC)cc4)CC3)CC2)cc1,1.9%,1.8%,-31.7,-4.3%,11.3%,62.1%[activator],-25.1%
COc1ccc(S(=O)(=O)N2CCOC23CCN(C(=O)c2c(F)cccc2Cl)CC3)cc1,3.1%,-4.2%,61.4,2.3%,8.2%,32.8%,2.0%
CCN1CCN(c2cc(C)c3cc(NC(=S)N4CC(C)CC(C)C4)ccc3n2)CC1 (stereo not drawn),-4.4%,1.1%,?,3.3%,0.7%,171.9%[activator],1.0%
COc1ccc(CN(CCC(C)C)S(=O)(=O)c2ccccc2Br)cc1,-4.4%,nt,?,nt,nt,-35.2%,29.4%
CCCn1nc(NS(=O)(=O)c2ccccc2[N+](=O)[O-])c2cc3ccccc3nc21,-3.3%,?,36.7,-1.3%,-1.2%,-35.0%,-11.5%
COc1ccc(N2CCN(C(=O)CCCn3c(=O)c4cccn4c4cccnc43)CC2)cc1,0.9%,-7.1%,-9.8,0.6%,7.2%,83.8%[activator],-9.3%

# Whole records from above. Order of values: TbPYK inhibitor | Sm TGR block | HCMV antiviral | AmpC detergent | LmPK inh | AmpC inh no detg | AMA1-RON2 inh
# CCOC(=O)c1sc2ncn(CC(=O)Nc3cccc(C)c3)c(=O)c2c1C in the list: 5.6% | -0.5% | 12.0 | 5.7% | nt | nt | nt
# COc1ccc(CN(CCC(C)C)S(=O)(=O)c2ccccc2Br)cc1 in the list: -4.4% | nt | ? | nt | nt | -35.2% | 29.4%
# Cc1ccc(S(=O)(=O)N(C)CC(=O)Nc2ccccc2)cc1 in the list: -4.3% | -1.5% | -15.7 | 4.7% | 0.1% | -4.7% | -1.2%
# COc1ccc(C(=O)N2CCC(C(=O)N3CCN(c4ccc(OC)cc4)CC3)CC2)cc1 in the list: 1.9% | 1.8% | -31.7 | -4.3% | 11.3% | 62.1%[activator] | -25.1%

# Next section.
SMILES,TbPYK inhibitor,Sm TGR block,HCMV antiviral,AmpC detergent,LmPK inh,AmpC inh no detg,AMA1-RON2 inh
CCOC(=O)C1=C(NC(=S)NC(=O)c2ccccc2)c2ccccc2CC1(C)CC (stereo not drawn),2.3%,-3.4%,?,-11.4%,1.0%,-21.1%,42.8%[activator]
COc1ccc(Cn2c(CCC(=O)Nc3ccc(Br)c(C)c3)nc3cccnc32)cc1,-2.4%,-0.2%,3.8,15.0%,nt,nt,nt
CC(C)CC(CC(C)C)=NNC(=O)c1ccc(CSc2nncn2C)cc1,-4.6%,19.8%,10.4,8.1%,-0.3%,-11.3%,11.3%
O=C1CCC(C(=O)N2CCSCC2)CN1Cc1cccc(C(F)(F)F)c1 (stereo not drawn),1.9%,-15.2%,-29.2,-6.4%,-4.8%,40.4%,2.4%
CN(C)CCCN=Cc1c(O)n(Cc2ccco2)c(=O)[nH]c1=O,1.3%,-10.5%,13.3,-2.4%,8.9%,-17.7%,-2.4%
O=C(COc1ccc(Cl)cc1Br)N1CCN(c2ncccn2)CC1,8.2%,0.7%,-23.0,-12.6%,nt,60.1%[activator],-16.3%
CC(=O)c1cccc(S(=O)(=O)NC2CC2)c1,5.4%,?,21.0,3.8%,3.1%,-17.8%,3.3%
Cc1nc(NC(=O)/C=C/c2ccccc2)sc1C(=O)N(C)C,-3.7%,-5.2%,42.8,1.1%,1.8%,-12.8%,-2.0%
CC(=O)N(C1=C(Cl)C(=O)c2ccccc2C1=O)C1CCCCC1,0.891µM*,0.112µM*,-103.4*,-5.2%,2.82µM*,-8.0%,-20.0%
Nc1ccc(Nc2ccccc2)cc1,-27.6%,?,9.0,-4.5%,-2.9%,-35.8%,?
COC(=O)[C@@]1(Cc2ccccc2)[C@H]2c3cc(C(=O)N4CCCC4)n(Cc4ccsc4Br)c3C[C@H]2CN1C(=O)c1ccccc1,nt,-19.4%,-28.3,?,3.5%,163.7%[activator],nt
C=CCn1c(SC)nccc1=O,0.1%,nt,-11.4,nt,nt,nt,-4.9%
O=C(O)C(C(O)c1ccc([N+](=O)[O-])cc1)[n+]1ccccc1 (stereo not drawn),0.0%,-23.7%,14.4,1.6%,nt,-16.9%,-24.1%
CCOc1ccc(/C=C/C(=O)c2c(O)c3ccccc3oc2=O)cc1,7.9%,0.5%,-7.7,-4.5%,-2.2%,-24.9%,59.1%[activator]
CCC(c1nnnn1Cc1ccccc1)N1CCN(c2ccccc2)CC1 (stereo not drawn),1.7%,-4.3%[57.1 µM],19.3,0.3%,-4.0%,60.1%[activator],-26.9%
CC1CN(C(=O)c2cccn(Cc3c(Cl)cccc3Cl)c2=O)CC(C)O1 (stereo not drawn),-5.4%,nt,-18.2,2.7%,1.8%,-3.5%,6.3%
CC1CCCCN1C(=O)c1cnn2c(C(F)(F)F)cc(-c3ccco3)nc12 (stereo not drawn),0.9%,?,81.6,?,1.1%,-20.2%,1.0%
NC(=O)c1csc(-c2ccncc2)n1,3.8%,-10.2%,34.5,-14.4%,-6.9%,-21.0%,-12.6%
Cc1cc(C)c2c(=O)cc(CSc3nnc(COc4ccccc4C)n3C)[nH]c2c1,2.0%,-0.2%,-6.3,1.1%,nt,nt,nt
COCCn1c(SCC(=O)Nc2ccc(S(=O)(=O)N(C)C)cc2)nc2ccccc21,0.6%,-9.6%,7.3,-3.9%,-2.3%,7.4%,-15.5%
CC(=O)COc1cc2c(-c3cc4ccccc4o3)cc(=O)oc2cc1C,4.9%,-23.6%,3.6,-0.6%,-0.9%,-20.8%,2.3%
